From PubChem BioAssay
KLF5 inhibitor: KLF5 expression inhibitors, primary screen, DLD-1 cells, luminescence; DLD-1 KLF5 promoter-luciferase reporter; inhibition, % at 5 µM; hit rate 0.23% among 290,000; AID 1700, 2009;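 active = inhibition above a per-plate limit of that plate's mean compound inhibition plus 3 SD, cut at about 60% in these data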;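 note: 0% = DMSO wells and 100% = LY294002 at 200 µM; higher means less KLF5 promoter-driven luciferase light; inactives centre near -14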
HSP90 inh: HSP90 inhibitors, primary screen, cell lysate, luminescence | Heat shock protein HSP 90 (rabbit reticulocyte lysate; luciferase refolding) | Rabbit reticulocyte lysate, luciferase refolding luminescence, 3 h | inhibition, % at 5.6 µM | hit rate 0.91% among 290,000 | AID 1789, 2009;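 active = inhibition above the screen-wide mean plus 3 SD, computed separately per campaign, cut at about 16% in these data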;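 note: 0% = DMSO wells and 100% = 60 µM geldanamycin wells; inhibitors lower the luminescence because luciferase stays unfolded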
IEC-6 tox: cytotoxicity in IEC-6 intestinal epithelial cells, primary screen, cytotoxicity control for KLF5 inhibitor project, cell-based, luminescence. IEC-6 cytotoxicity, luminescence viability. hit rate 0.78% among 290,000. inhibition, % at 5 µM; in the data active = inhibition above about 22%;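 note: 0% = plate median of test compound wells and 100% = cytotoxic reference compound wells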
GSK3 alpha inh: blockers of GSK3A enzyme activity – biochemical, luminescence, cell-free homogeneous, HTS, primary screen; Glycogen synthase kinase-3 alpha (Homo sapiens), P49840; GSK-3 alpha kinase, ADP-Glo luminescence, 60 min; inhibition, % at 10 µM; hit rate 0.1% among 320,000; AID 2650, 2010;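 in the data active = inhibition above about 50%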;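 note: GST-tagged GSK-3 alpha with peptide substrate and 25 µM ATP; 0% = DMSO neutral wells and 100% = GW8510 positive control wells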
Target sequence (P49840 whole entry, looked up): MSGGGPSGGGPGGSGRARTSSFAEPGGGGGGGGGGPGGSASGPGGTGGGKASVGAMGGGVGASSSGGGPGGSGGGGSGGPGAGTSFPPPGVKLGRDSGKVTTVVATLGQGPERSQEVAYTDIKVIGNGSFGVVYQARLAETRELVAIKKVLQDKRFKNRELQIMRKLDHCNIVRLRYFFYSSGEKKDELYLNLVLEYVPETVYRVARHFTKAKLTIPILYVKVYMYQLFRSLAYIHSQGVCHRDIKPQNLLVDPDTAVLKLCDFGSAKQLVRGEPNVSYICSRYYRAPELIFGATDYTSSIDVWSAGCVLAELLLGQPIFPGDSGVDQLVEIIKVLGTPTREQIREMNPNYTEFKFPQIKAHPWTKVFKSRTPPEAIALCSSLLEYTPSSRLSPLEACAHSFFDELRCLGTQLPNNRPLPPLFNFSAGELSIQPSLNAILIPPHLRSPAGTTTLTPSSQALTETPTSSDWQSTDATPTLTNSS
* hit, by the source's call; / = no result given. These rows are one share of the data; the hit share may differ from the screen's.

SMILES	KLF5 inhibitor	HSP90 inh	IEC-6 tox	GSK3 alpha inh
CC1CCCC(NC(=O)COC(=O)Cc2ccc(Cl)cc2)C1C (stereo not given)	/	/	/	-1.6
CC(C)Oc1ccc(S(=O)(=O)N2CCOCC2)cc1NC(=O)C1CCCC1	/	/	/	0.2
CCc1cccc(C)c1NC(=O)C1CC(=O)N(C2CCCC2)C1 (stereo not given)	/	/	/	-3.1
O=C(COC(=O)C1CCC(=O)N1)Nc1ccccc1OC(F)F (stereo not given)	/	/	/	-1.5
O=C(CSc1ccccc1)Nc1cccc(S(=O)(=O)N2CCOCC2)c1	/	/	/	-5.0
O=C(CN1CCN(S(=O)(=O)c2ccccc2)CC1)Nc1ccccc1C(=O)NC1CC1	/	/	/	5.6
COc1ccc(OCC(=O)Nc2nc3cc4c(cc3s2)OCCO4)cc1	/	/	/	-1.6
Cc1ccc2c(c1)CCCN2CC(=O)Nc1cccc(S(=O)(=O)N2CCCC2)c1	/	/	/	7.2
O=C(O)c1cc(S(=O)(=O)Nc2ccc3cn[nH]c3c2)ccc1O	/	/	/	-3.3
CCOC(=O)c1ccccc1NC(=O)Cc1ccc(OC)c(S(=O)(=O)N2CCOCC2)c1	/	/	/	-0.7
CC(=O)NCCc1ccc(C(=O)COC(=O)c2cccn2C)cc1	/	/	/	-4.2
Cc1ccc(C(=O)OCC(=O)NCc2ccc3c(c2)OCO3)o1	/	/	/	-3.5
Cc1cc(C)cc(N(CCC#N)C(=O)COC(=O)CCc2c[nH]c3ccccc23)c1	/	/	/	0.2
COc1cc(S(=O)(=O)N2CCn3cccc3C2C)ccc1NC(C)=O (stereo not given)	/	/	/	-1.9
CC1(NC(=O)Cn2cc(C(F)(F)F)ccc2=O)CCS(=O)(=O)C1 (stereo not given)	/	/	/	-1.3
COc1ccc(CNC(=O)c2cccc(S(=O)(=O)N3CCCCC3)c2)cc1OC	/	/	/	7.4
CC(C)CC1NC(=O)c2ccccc2-n2c1nc1ccc(Cl)cc1c2=O (stereo not given)	/	/	/	-2.2
Cc1cccc(C(=O)OCC(=O)Nc2ccccc2C(=O)NC2CC2)c1	/	/	/	-3.1
CC(C)CC1NC(=O)c2ccc(Cl)cc2-n2c1nc1ccc(F)cc1c2=O (stereo not given)	/	/	/	0.8
COc1ccccc1CNC(=O)CN1NS(=O)(=O)c2ccccc2C1=O	/	/	/	-0.1
Cc1ccc2c(c1)-n1c(nc3ccccc3c1=O)C(Cc1ccccc1)NC2=O (stereo not given)	/	/	/	0.8
C=CCOc1ccc(/C=C/C(=O)OCC(=O)NNC(=O)c2ccccc2F)cc1	/	/	/	6.3
CN(CC(=O)Nc1ccc(F)cc1)C(=O)CN1C(=O)c2cccc([N+](=O)[O-])c2C1=O	/	/	/	-0.2
COC(=O)C1=C(C)NC(=S)NC1c1ccc(OCC(=O)N2CC(C)OC(C)C2)c(OC)c1 (stereo not given)	/	/	/	0.8
COc1cc(/C=C/C(=O)OCC(=O)N2c3ccccc3NC(=O)C2(C)C)cc(OC)c1OC	/	/	/	1.1
O=C(Nc1cccc(Cl)c1)c1nc[nH]c1C(=O)NCc1ccccc1	/	/	/	15.5
CCN(C(=O)COC(=O)c1cccnc1SC)C1CCCCC1	/	/	/	-2.3
CC(C)NS(=O)(=O)c1ccc(NC(=O)C(C)OC(=O)C2CCC2)cc1 (stereo not given)	/	/	/	-4.6
CC(C)(C)NC(=O)CC1C[C@H](C(=O)N2CCOCC2)[C@@]2(C)c3[nH]c4ccccc4c3CCN2C1=O (stereo not given in full)	/	/	/	-3.7
O=C(CSc1n[nH]c(=O)[nH]c1=O)Nc1ccc(Br)cc1Br	/	/	/	0.3
O=C(NCc1ccccc1)c1nc[nH]c1C(=O)N1CCN(c2ccccc2)CC1	/	/	/	0.3
NS(=O)(=O)c1ccc(NC(=O)c2ccc(S(=O)(=O)N3CCCCCC3)cc2)cc1	/	/	/	1.5
O=C(COC(=O)CCSc1ccc(F)cc1)NCc1ccc(F)cc1	/	/	/	-4.8
COc1ccc(CNC(=O)COC(=O)CCN2C(=O)C3CC=CCC3C2=O)cc1OC (stereo not given)	/	/	/	9.6
CCCCCCCC(=O)OCC(COC(=O)CCCCCCC)OC(=O)CCCCCCC	/	/	/	-1.9
COc1ccccc1CNC(=O)COC(=O)c1cc2ccccc2o1	/	/	/	-0.6
CCN(C(=O)CSc1nc2ccc(Cl)cc2[nH]1)C1CCS(=O)(=O)C1 (stereo not given)	/	/	/	-1.3
O=C(CCC(=O)c1cccs1)NCC(c1ccc(F)cc1)N1CCOCC1 (stereo not given)	/	/	/	0.4
COc1cc(/C=C/C(=O)Nc2ccc(OC)c(S(=O)(=O)N3CCOCC3)c2)ccc1OC(F)F	/	/	/	0.5
COc1ccc(OC)c(NC(=O)c2cnc3ccccn3c2=O)c1	-24.2	-1.0	7.3	/

A section from further up:
SMILES	KLF5 inhibitor	HSP90 inh	IEC-6 tox	GSK3 alpha inh
COc1ccc(CNC(=O)c2cccc(S(=O)(=O)N3CCCCC3)c2)cc1OC	/	/	/	7.4
CC(C)CC1NC(=O)c2ccccc2-n2c1nc1ccc(Cl)cc1c2=O (stereo not given)	/	/	/	-2.2
Cc1cccc(C(=O)OCC(=O)Nc2ccccc2C(=O)NC2CC2)c1	/	/	/	-3.1
CC(C)CC1NC(=O)c2ccc(Cl)cc2-n2c1nc1ccc(F)cc1c2=O (stereo not given)	/	/	/	0.8
COc1ccccc1CNC(=O)CN1NS(=O)(=O)c2ccccc2C1=O	/	/	/	-0.1
Cc1ccc2c(c1)-n1c(nc3ccccc3c1=O)C(Cc1ccccc1)NC2=O (stereo not given)	/	/	/	0.8
C=CCOc1ccc(/C=C/C(=O)OCC(=O)NNC(=O)c2ccccc2F)cc1	/	/	/	6.3
CN(CC(=O)Nc1ccc(F)cc1)C(=O)CN1C(=O)c2cccc([N+](=O)[O-])c2C1=O	/	/	/	-0.2
COC(=O)C1=C(C)NC(=S)NC1c1ccc(OCC(=O)N2CC(C)OC(C)C2)c(OC)c1 (stereo not given)	/	/	/	0.8
COc1cc(/C=C/C(=O)OCC(=O)N2c3ccccc3NC(=O)C2(C)C)cc(OC)c1OC	/	/	/	1.1
O=C(Nc1cccc(Cl)c1)c1nc[nH]c1C(=O)NCc1ccccc1	/	/	/	15.5
CCN(C(=O)COC(=O)c1cccnc1SC)C1CCCCC1	/	/	/	-2.3
CC(C)NS(=O)(=O)c1ccc(NC(=O)C(C)OC(=O)C2CCC2)cc1 (stereo not given)	/	/	/	-4.6
CC(C)(C)NC(=O)CC1C[C@H](C(=O)N2CCOCC2)[C@@]2(C)c3[nH]c4ccccc4c3CCN2C1=O (stereo not given in full)	/	/	/	-3.7
O=C(CSc1n[nH]c(=O)[nH]c1=O)Nc1ccc(Br)cc1Br	/	/	/	0.3
O=C(NCc1ccccc1)c1nc[nH]c1C(=O)N1CCN(c2ccccc2)CC1	/	/	/	0.3
NS(=O)(=O)c1ccc(NC(=O)c2ccc(S(=O)(=O)N3CCCCCC3)cc2)cc1	/	/	/	1.5
O=C(COC(=O)CCSc1ccc(F)cc1)NCc1ccc(F)cc1	/	/	/	-4.8
COc1ccc(CNC(=O)COC(=O)CCN2C(=O)C3CC=CCC3C2=O)cc1OC (stereo not given)	/	/	/	9.6
CCCCCCCC(=O)OCC(COC(=O)CCCCCCC)OC(=O)CCCCCCC	/	/	/	-1.9
COc1ccccc1CNC(=O)COC(=O)c1cc2ccccc2o1	/	/	/	-0.6
CCN(C(=O)CSc1nc2ccc(Cl)cc2[nH]1)C1CCS(=O)(=O)C1 (stereo not given)	/	/	/	-1.3

The list goes on:
SMILES	KLF5 inhibitor	HSP90 inh	IEC-6 tox	GSK3 alpha inh
CCCCCCCc1nc2c(=O)[nH]c3ccccc3c2o1	-15.1	7.7	-4.3	/
CCCS(=O)(=O)Nc1ccc(-c2ccc3nnc(C)n3n2)cc1	-31.6	1.2	2.5	/
COc1ccc(-n2c(=O)c3c4c(sc3n3c(C)nnc23)CCCC4)cc1	-4.8	-1.0	0.0	/
COc1ccc2c3c(cccc13)NN=C2C	-4.6	2.6	-4.6	/
c1ccc(CC2CCN(c3nc(N4CCOCC4)nc(N4CCOCC4)n3)CC2)cc1	-17.8	4.4	2.1	/
COc1ccc(/C=C2\CCc3ccccc3C2=O)cc1Cn1nc(C)c(Br)c1C	13.7	2.2	5.5	/
Cc1ccccc1NC(=O)c1cnc(Nc2nc3ccccc3s2)nc1C	-22.1	1.6	3.8	/
COc1ccc(S(=O)(=O)N2CCN(C(=O)COc3ccc4c(C)cc(=O)oc4c3)CC2)cc1	-9.1	-0.3	1.9	/
CC1CCCCN1C(=O)Cn1cc(/C=C2/C(=O)Nc3ccccc32)c2ccccc21 (stereo not given)	7.5	5.2	2.0	/
C#CCOCCOCCOCCNc1nc(N2CCN(C(=O)Cn3cc(CCCN=C(N)N)nn3)CC2)nc(N2CCN(C(=O)Cn3cc(CCCN=C(N)N)nn3)CC2)n1	-1.4	0.0	-5.9	/
Cc1cc(=O)[nH]c(/N=C(/NC(=O)c2ccccc2)Nc2ccc3c(c2)OCCO3)n1	7.8	-0.3	-2.1	/
CCCN1C(=O)/C(=C\c2nc3ccccc3c(=O)[nH]2)c2ccccc21	-31.1	3.2	5.9	/
Cc1c2c(n3c(nc4ccccc43)c1C#N)N(Cc1cccnc1)CC2	-17.6	-0.9	8.3	/
Cc1nc2sc3c(c2c2nc(-c4ccco4)nn12)CCCC3	-1.9	1.9	5.2	/
COc1ccccc1NC(=O)CN1CCN(CC(=O)Nc2ccc(Cl)c(C(F)(F)F)c2)CC1	-25.5	-0.3	2.8	/
O=C(N/N=C/c1ccc(Cl)cc1Cl)C1CCN(c2ncc(C(F)(F)F)cc2Cl)CC1	0.1	3.8	-9.6	/
Cc1[nH]n(-c2ccc([N+](=O)[O-])cc2)c(=O)c1N=Nc1nc2ccccc2s1	-29.1	13.8	3.8	/
COc1cccc(N2CCN(C(=O)CCn3c(=S)[nH]c4cc5c(cc4c3=O)OCO5)CC2)c1	-29.8	-3.1	-5.9	/
NC(=O)C(CC(=O)O)NC(=O)[C@@H]1CCCCNc2c(I)cc([N+](=O)[O-])cc2C(=O)N[C@@H](CO)C(=O)NCC(=O)N1 (stereo not given in full)	-13.0	-3.3	1.3	/
CC1=C(C(=O)O)N2C(=O)[C@@H](NC(=O)[C@H](N)c3ccccc3)[C@H]2SC1	-1.3	0.7	-1.8	/
Cc1nnc2n(C3CCCCC3)c(=O)c3c4c(sc3n12)CCC4	-35.7	2.7	-2.7	/
CCCSc1nc(C)nc2c1c(=O)n(C)c(=O)n2C	-11.7	2.0	-0.5	/
Cc1cccc2cc(CN(Cc3ccccc3)C(=O)N3CCOCC3)c3nnnn3c12	-5.1	-1.3	-3.3	/
CCCCC(C)(O)C/C=C/[C@H]1[C@H](O)CC(=O)[C@@H]1CCCCCCC(=O)OC (stereo not given in full)	-7.2	-2.2	3.0	/
Cc1cc(-c2csc(NCc3ccccc3)n2)c(C)n1C	3.1	-1.3	-1.1	/
Cc1c(C(=O)NCc2ccccc2Cl)oc2c1C(=O)CCC2	-24.5	4.2	-5.1	/
N/C(=N\OC(=O)COc1ccc(Cl)cc1Br)c1ccncc1	-202.6	-1.2	2.9	/
CCN(CC)c1ncnc2c1sc1nc(N3CCOCC3)c3c(c12)CCC3	-13.3	0.5	5.3	/
CC(C)Oc1ccc(C2C(C(=O)c3ccco3)=C(O)C(=O)N2CCCN(C)C)cc1 (stereo not given)	-15.9	4.7	-1.2	/
COCCn1c(=O)c2c(nc3n2CCN3c2ccc(C)cc2)n(C)c1=O	-7.3	-0.1	0.2	/
CC(=O)N[C@@H](C)C(=O)OC(C)C(=O)Nc1cccc([N+](=O)[O-])c1 (stereo not given in full)	-67.3	16.0	5.7	/
CCCn1c(C)nc2c(c1=O)c1nc3ccccc3nc1n2CCc1ccccc1	-7.5	6.6	-2.4	/
Cc1ccccc1N=Nc1c(C)[nH]n(-c2ccccc2)c1=O	-43.0	3.1	-0.9	/
O=S(=O)(c1ccc(F)cc1)N1CCC(N2CCN(c3ccccc3)CC2)CC1	3.5	4.8	-0.3	/
O=C(CSc1ncnc2c1nnn2-c1ccc(F)cc1)N1CCN(c2ccccc2)CC1	-14.1	2.2	0.8	/
O=C1c2ccccc2C(=O)N1Cc1nc(-c2cccnc2)no1	19.5	-5.1	1.1	/
Cc1c(Cl)cccc1NC(=O)CN1C(=O)CSc2ncccc21	-22.0	1.6	2.9	/
Cc1ccc(-n2nnc3c(SCC(=O)N4CCN(c5ccccc5)CC4)ncnc32)cc1	-7.3	2.0	-0.9	/
Cc1nn(-c2ccccc2)c(Cl)c1/C=C1\N=C(c2ccccc2)OC1=O	-7.7	1.6	-3.0	/
CC(C)c1ccc(S(=O)(=O)/N=C2/C=CC(=O)c3ccccc32)cc1	-19.5	2.2	4.8	/
